Mcl1 Noxa PPI: disrupts binding of human Mcl-1 to Noxa peptide | Q07820 | TR-FRET Mcl-1/Noxa peptide binding, 2 h | inhibition, % at 21.7 µM | 220,000 tested, 1.5% active | AID 1022;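 active = compounds that cut the protein-peptide binding signal by more than 50% relative to plate controls in a single-dose test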;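 also: His-tagged Mcl-1 with rhodamine Noxa BH3 peptide and terbium anti-His antibody; 0% = Mcl-1 plus Noxa peptide wells and 100% = peptide-only wells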
ABCG2 inh: blocks JC-1 efflux by human ABCG2 transporter; 190,000 tested, 0.1% active; IgMXP3 cells, flow cytometry; inhibition, % at 6.6 µM; AID 1325; Q9UNQ0;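 active = inhibition above 80%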;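 also: 0% = DMSO and 100% = nicardipine control wells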
Target sequence (Q9UNQ0 whole entry, looked up): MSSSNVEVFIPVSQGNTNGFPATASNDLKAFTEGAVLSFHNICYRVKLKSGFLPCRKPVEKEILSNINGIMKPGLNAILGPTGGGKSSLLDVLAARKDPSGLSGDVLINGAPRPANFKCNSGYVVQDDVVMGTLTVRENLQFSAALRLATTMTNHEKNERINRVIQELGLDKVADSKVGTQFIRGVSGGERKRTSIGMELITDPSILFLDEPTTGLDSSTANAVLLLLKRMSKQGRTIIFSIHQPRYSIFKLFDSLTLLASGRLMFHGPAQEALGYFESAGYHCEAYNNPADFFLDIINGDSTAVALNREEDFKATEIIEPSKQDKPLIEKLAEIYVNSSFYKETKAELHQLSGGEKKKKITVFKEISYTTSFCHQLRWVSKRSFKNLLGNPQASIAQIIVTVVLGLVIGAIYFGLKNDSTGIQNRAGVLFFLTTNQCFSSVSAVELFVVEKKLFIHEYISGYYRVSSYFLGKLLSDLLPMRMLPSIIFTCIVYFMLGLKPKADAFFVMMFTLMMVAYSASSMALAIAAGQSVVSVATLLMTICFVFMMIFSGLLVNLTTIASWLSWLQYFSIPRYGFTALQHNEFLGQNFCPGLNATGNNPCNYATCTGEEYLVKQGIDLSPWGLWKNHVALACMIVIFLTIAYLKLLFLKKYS
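Test system: IgMXP3 (ABCG2) plus far-red-tagged CCRF-Adr (ABCB1) cells / Amount: 3 million cells/mL in well / Reagent: JC-1 transporter substrate / Timing: 10 min compound exposure, 25 °C / Signal: flow cytometry, 530 nm JC-1 signal / Read-out: percent efflux inhibition, scaled nicardipine 100% to DMSO 0% / Benchmarks: nicardipine as high control, DMSO as low control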
Mcl-1 Bim block: disrupts Bim peptide binding to human Mcl-1; AID 1009; 190,000 tested, 0.1% active; Bead-based flow cytometry, Bim peptide-Mcl-1 binding; Q07820; inhibition, % at 10 µM; in the data active = inhibition above about 40%;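 also: 0% = no compound tracer wells and 100% = peptide blocker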
Pf gamet viab: inhibitors of late stage P. falciparum gametocyte viability. P. falciparum stage V gametocytes, ATP luminescence, 24 h. inhibition, % at 10.9 µM. 150,000 tested, 0.065% active;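 active = inhibition above the mean plus 3 SD of compounds within the control limits, set per campaign, cut at about 38% in these data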;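 also: 0% = DMSO wells and 100% = medium only without gametocytes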
ABCB1 inh: inhibitors of human ABCB1 transporter, ABCG2 counter-screen | P08183 | inhibition, % at 6.6 µM | CCRF-Adr cells, JC-1 efflux, flow cytometry | 190,000 tested, 0.067% active; in the data active = inhibition above about 40%;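 also: 0% = vehicle and 100% = reference inhibitor; higher value means more JC-1 retained so stronger ABCB1 efflux block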
RGS7-Gao: regulators of human RGS7-Galphao interaction; AID 1439; binding response (% of control), % at 10 µM; P09471; 220,000 tested, 0.35% active; Multiplexed bead flow cytometry, RGS7-Galphao binding; actives lie on both sides; in the data active = binding response below about 49% or above about 150%; inconclusive = no clear call, values can overlap the other calls; inactive = in between;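 also: fluorescent Galphao held in activated GDP-AlF4 state binding bead-coupled RGS7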
Mcl1-Bid inh: Mcl-1/Bid interaction inhibition | Q07820 | TR-FRET Mcl-1/Bid-Dy647 peptide binding, 1536-well | inhibition, % at 21.7 µM | 220,000 tested, 0.97% active | AID 1021;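 active = compounds that cut the binding signal by more than half at the single screening dose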;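 also: His-tagged Mcl-1 with europium anti-His antibody binding Bid BH3 peptide; 0% = Mcl-1 plus peptide wells and 100% = peptide-only wells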
RGS4-Gao reg: human RGS4-Galphao interaction regulation. P09471. Multiplexed bead flow cytometry, RGS4-Galphao binding; actives lie on both sides. binding response (% of control), % at 10 µM. 220,000 tested, 0.33% active. AID 1415; in the data active = binding response below about 49% or above about 150%; inactive = in between;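 also: fluorescent Galphao activated with aluminum fluoride binding bead-coupled RGS4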
RGS8-Gao reg: modulates binding of RGS8 to human Galphao; 220,000 tested, 0.34% active; AID 1423; P09471; multiplexed bead flow cytometry; actives lie on both sides; response (percent of control binding), % at 10 µM; in the data active = response below about 60% or above about 140%; inactive = in between;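 also: Galphao activated as the GDP aluminium fluoride complex binding bead-coupled RGS8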
GSH fluor: GSH bead compound fluorescence profile; GSH beads flow cytometry, compound fluorescence 488/530 nm; hits give high values; fluorescence (KMESF) at 10 µM; 190,000 tested, 0.25% active; AID 1776; in the data active = fluorescence above about 89;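 also: glutathione beads carrying GST-tagged Bcl family fusion proteins plus one bare bead set; values are compound well signal with DMSO vehicle wells as background; inactives centre near 16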
Avidin fluor: avidin bead compound fluorescence profile; 220,000 tested, 0.38% active; Avidin beads, compound fluorescence 488/530 nm, flow cytometry; hits give high values; AID 1775; fluorescence (KMESF) at 10 µM; in the data active = fluorescence above about 47; also: inactives centre near 10
* = called active by the depositor; ? = inconclusive; · = not tested or not shown.

Structure	RGS7-Gao	ABCB1 inh	RGS8-Gao reg	Mcl-1 Bim block	Mcl1 Noxa PPI	ABCG2 inh	Pf gamet viab	RGS4-Gao reg	GSH fluor	Avidin fluor	Mcl1-Bid inh
c1coc(-c2nnc(SCc3nc4ccccc4[nH]3)o2)c1	98	0.8	102	-2	-1	22	·	101	26	11	-29
CCSc1nnc(NC(=O)c2cc(OC)c(OC)c(OC)c2)s1	100	1.5	87	0	20	4	-14	98	19	16	7
C=C(C)C(=O)Nc1cccc(C(C)=O)c1	99	-0.1	100	1	2	0	14	98	38	4	-26
Cn1nnnc1-c1cc(Br)ccc1NC(=O)c1ccccc1	97	0.1	99	0	-14	3	11	100	14	10	-26
O=C(N/N=C/c1cn[nH]c1-c1ccc(F)cc1)c1ccncc1	100	0.0	103	33	0	1	6	102	3	13	-19
CCCCn1c(N)c(NCC(C)C)c(=O)[nH]c1=O	93	0.5	99	-17	22	7	-14	97	11	10	-49
Cc1noc(C)c1CSc1nnc(-c2ccncc2)n1-c1ccc(Cl)c(Cl)c1	102	0.5	101	0	-10	2	·	103	23	4	-34
O=C(COC(=O)CCC(=O)c1ccc(Cl)cc1)NCc1ccco1	?	0.1	101	-2	20	1	-16	102	12	9	-35
CCN(CC)CC(=O)Nc1ccc(/C(C)=N/NC2=NCCN2)cc1	104	-0.2	107	0	-18	0	·	101	10	24	-31
CCN(CC)C(=O)CC(c1ccc2c(c1)OCO2)c1c(O)cc(OC)cc1OC (stereo unspecified)	?	·	101	·	-2	·	·	105	·	7	-31
COC(=O)C(C)Sc1nc(NCc2ccccc2)nc(N(C)C)n1 (stereo unspecified)	102	0.1	102	0	-4	3	7	102	8	23	5
COc1cc2c(cc1OC)C(c1ccc3c(c1)OCO3)C1=C(CC(C)(C)CC1=O)N2 (stereo unspecified)	100	-0.3	99	-1	32	0	18	103	11	10	-31
CCCCn1c(O)c(/C=C/C=C/C=Nc2ccccc2)sc1=S	86	-1.3	93	3	25	-12	-1	93	23	8	-31
COc1cc(/C=C2/SC(=S)N(CC(=O)Nc3cccnc3)C2=O)cc(OC)c1OC	98	-1.6	95	0	34	-8	-14	99	4	1	-22
CCOC(=O)c1c(NC(=O)CSc2nnnn2-c2ccc3c(c2)OCCO3)sc(C)c1C	100	5.6	98	-4	7	5	·	97	47	8	-6
COc1ccc(NC(=O)C2CCCN2C(=O)NCc2ccccc2)cc1OC (stereo unspecified)	102	0.5	104	-5	-4	0	-1	100	21	8	-11
O=C(CCl)Nc1ccccc1C(=O)NCc1ccccc1	?	0.1	100	-2	4	2	0	99	16	9	-24
COc1ccc(CNC(=S)Nc2ccc3nc(N4CCN(C)CC4)cc(C)c3c2)cc1	?	1.0	103	-1	27	8	21	103	19	11	-140
Cc1onc(NC(=O)CSCC(=O)O)c1Br	?	·	98	·	13	·	12	97	·	4	4
COc1ccc(NC(=O)N(Cc2ccc(C)cc2)Cc2cccnc2)c(OC)c1	96	1.5	99	0	7	9	·	100	20	9	-19
Cc1cc(C)c2cc(C=O)c(Cl)nc2c1	95	4.7	87	5	-3	10	-1	96	12	7	18
O=C1C(Cc2ccccc2)C(c2ccccc2)N1c1ccccc1 (stereo unspecified)	104	-0.1	103	0	-3	-1	·	106	10	10	-6
COC(=O)C(C)n1cnc2c(cnn2-c2ccc(Cl)cc2)c1=O (stereo unspecified)	95	0.1	101	-3	20	3	·	102	41	5	-17
COc1ccc(CCNC(=O)C2CCN(c3nccc(C)n3)CC2)cc1	94	0.9	100	4	20	21	·	100	13	11	-6
COc1ccc(OCCOCC(O)CN2CCOCC2)cc1 (stereo unspecified)	96	0.1	99	4	16	1	·	98	28	4	-33

Structure	RGS7-Gao	ABCB1 inh	RGS8-Gao reg	Mcl-1 Bim block	Mcl1 Noxa PPI	ABCG2 inh	Pf gamet viab	RGS4-Gao reg	GSH fluor	Avidin fluor	Mcl1-Bid inh
CCc1ccccc1NC(=O)C1C(c2ccccc2)C1(Cl)Cl (stereo unspecified)	106	0.2	101	1	-7	1	·	103	27	4	-21
C/C(=N\Nc1ccc(S(=O)(=O)Nc2ccc(Cl)cc2)cc1[N+](=O)[O-])c1ccc(N2CCOCC2)cc1	95	-0.4	98	5	28	-1	-3	97	5	2	-3
COc1cc(/C=N/Nc2ccccc2C(F)(F)F)ccc1O	95	-0.3	101	-1	47	8	14	98	16	5	-26
COC(=O)[C@@]1(Cc2ccc(OC)cc2)[C@@H]2C(=CC(=O)[C@H]2CC(=O)C(=O)N(C)C)CN1C(=O)c1ccccc1	100	2.0	100	0	-23	1	-31	97	18	11	-11
COc1ccc(Br)cc1CN1CCN(C(=O)c2ccc(OC)c(OC)c2)CC1	100	-0.1	101	-1	41	0	16	99	55	10	37
Cn1cnc(S(=O)(=O)Nc2ccccc2N2CCOCC2)c1	?	·	103	·	7	·	-13	105	·	3	-9
Nc1nnc(CC(=O)N/N=C/c2ccc(-c3ccccc3Cl)o2)s1	98	-0.1	97	-8	35	3	-10	99	10	10	-2
Cc1cc(C)nc(SCc2nc3ccccc3n2C)n1	104	-0.2	107	0	6	0	·	113	14	18	-29
O=C(O)c1cn(Cc2cccnc2)c(=O)c2ccccc12	98	1.0	103	-1	-6	2	·	97	10	26	-2
O=S(=O)(/N=C(\Nc1ccc(F)cc1)C(F)(F)F)c1ccccc1	99	0.2	93	-1	35	1	·	87	11	21	16
COc1cc2c(cc1OC)C1Cc3ccc(OC)c(OC)c3C[N+]1([O-])CC2 (stereo unspecified)	?	·	98	·	0	·	·	96	·	11	-26
NC(=NC(=O)c1ccc(OC(F)(F)F)cc1)c1ccc(C(F)(F)F)cn1	?	·	104	·	2	·	6	99	·	6	0
Cc1ccc(/C=N/N2C(=O)C3C(C2=O)C2C=CC3C23CC3)o1 (stereo unspecified)	97	1.0	96	-6	-8	22	·	100	25	20	-14
O=C(CSc1nnc(Cc2ccccc2)o1)NC1CCCCC1	99	0.7	102	-5	-21	24	25	102	38	13	-4
O=C(COc1ccc(F)cc1)Nc1nnc(-c2ccncc2)s1	102	0.3	103	-3	36	2	-16	103	28	36	-8
O=C(NC(=S)Nc1cccc(Cl)c1N1CCOCC1)c1cccs1	107	0.4	100	2	9	11	-29	103	14	11	-18
COc1ccccc1C(=O)N/N=C(\C)c1ccc(NC(=O)C2CC2)cc1	101	0.9	101	-2	18	9	·	100	12	10	-6
O=c1[nH]nc(-c2ccc(F)cc2)cc1Cc1cccs1	?	·	99	·	-18	·	10	96	·	7	-7
S=C1N(c2ccccc2)C(c2ccc(Br)cc2)N2CCCN12 (stereo unspecified)	?	·	99	·	11	·	4	109	·	32	-6
CC(C)N=c1scc(-c2ccco2)n1/N=C/c1ccc(O)c(O)c1	97	-0.3	104	0	35	-1	-20	106	9	24	-8
CCc1ccc(OCCCC(=O)Nc2nccs2)cc1	95	0.0	103	1	13	0	-4	97	21	10	-13
Cc1cccc(NC(=S)N(CCN2CCOCC2)Cc2ccccc2F)c1	95	0.1	100	0	8	0	-34	91	9	19	-53
CCc1ccc(-n2nc3ccc(NC(=O)c4ccc5c(c4)OCO5)cc3n2)cc1	97	-1.4	100	-2	12	-10	-32	100	35	13	11
CCN(c1ccc(NS(=O)(=O)c2cc(Cl)ccc2Cl)cc1)C(C)C	98	0.4	98	-2	48	2	·	96	11	4	-58

7 entries from above, with values under each structure:
Under each structure: RGS7-Gao	ABCB1 inh	RGS8-Gao reg	Mcl-1 Bim block	Mcl1 Noxa PPI	ABCG2 inh	Pf gamet viab	RGS4-Gao reg	GSH fluor	Avidin fluor	Mcl1-Bid inh
CCc1ccccc1NC(=O)C1C(c2ccccc2)C1(Cl)Cl (stereo unspecified)
    106	0.2	101	1	-7	1	·	103	27	4	-21
C/C(=N\Nc1ccc(S(=O)(=O)Nc2ccc(Cl)cc2)cc1[N+](=O)[O-])c1ccc(N2CCOCC2)cc1
    95	-0.4	98	5	28	-1	-3	97	5	2	-3
COc1cc(/C=N/Nc2ccccc2C(F)(F)F)ccc1O
    95	-0.3	101	-1	47	8	14	98	16	5	-26
COC(=O)[C@@]1(Cc2ccc(OC)cc2)[C@@H]2C(=CC(=O)[C@H]2CC(=O)C(=O)N(C)C)CN1C(=O)c1ccccc1
    100	2.0	100	0	-23	1	-31	97	18	11	-11
COc1ccc(Br)cc1CN1CCN(C(=O)c2ccc(OC)c(OC)c2)CC1
    100	-0.1	101	-1	41	0	16	99	55	10	37
Cn1cnc(S(=O)(=O)Nc2ccccc2N2CCOCC2)c1
    ?	·	103	·	7	·	-13	105	·	3	-9
Nc1nnc(CC(=O)N/N=C/c2ccc(-c3ccccc3Cl)o2)s1
    98	-0.1	97	-8	35	3	-10	99	10	10	-2

Random draw from the library, and some 3.3% of all compounds hit somewhere here.
